# SIRT5 inh = SIRT5 desuccinylase inhibitors, primary screen, biochemical, fluorescence imaging, single point, set 5; Purified SirT5, succinyl-peptide AMC, trypsin-coupled fluorescence; inhibition, % at 15 µM; hit rate 1.1% among 330,000; NAD-dependent protein deacylase sirtuin-5, mitochondrial (Homo sapiens), Q9NXA8; in the data active means inhibition above about 15%
# Target sequence (Q9NXA8 whole entry, looked up): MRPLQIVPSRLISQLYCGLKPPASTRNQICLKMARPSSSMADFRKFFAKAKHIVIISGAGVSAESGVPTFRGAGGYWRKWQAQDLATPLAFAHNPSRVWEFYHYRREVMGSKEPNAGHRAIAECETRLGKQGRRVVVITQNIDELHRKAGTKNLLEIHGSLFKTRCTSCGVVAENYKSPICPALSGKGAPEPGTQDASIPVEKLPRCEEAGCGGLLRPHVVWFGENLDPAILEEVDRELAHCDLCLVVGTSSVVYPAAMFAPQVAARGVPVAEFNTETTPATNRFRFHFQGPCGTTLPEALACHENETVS
# miR-122 sensor = miR-122 Renilla sensor signal increase in Huh7, primary screen, miR-122 inhibitor project, cell-based, single point, plate reader; Huh7 miR-122 Renilla luciferase sensor, 48 h; neutral wells = 0, positive control = 100; activation (reporter increase), % at 12.5 µM; hit rate 0.3% among 340,000; AID 602342, 2012;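 active means mean replicate activation score at least 90 and every replicate individually at or above 90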;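 further: higher luciferase means less miR-122 activity so hits act as miR-122 inhibitors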
# Cneo AK release = Cryptococcus neoformans cell lysis inducers, primary screen, AK release luminescence, single concentration. C. neoformans lysis, adenylate kinase release luminescence, 4 h; normalised: neutral wells 0, clomiphene wells 100. lysis activity, % at 15 µM. hit rate 0.2% among 360,000;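 active means mean lysis activity across replicates of at least 80%, whatever share of replicates individually reach that level; inactive means mean lysis activity below 80%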
#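 Schedule: static 4 h at 37 °C with compound, 1 h detection; system: C. neoformans cells; benchmarks: Clomiphene as positive control; buffer or medium: fresh YPD medium; measure: luminescence rise reflecting yeast cell lysis; measured by: luminescent adenylate kinase detection reagent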
# ERp5 inh = inhibitors of ERp5-driven insulin aggregation, primary screen, biochemical, turbidity, absorbance 650 nm, single point; Protein disulfide-isomerase A6 (Homo sapiens), Q15084; 90 min; inhibition, % at 9.99 µM; hit rate 0.05% among 350,000;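 active means mean replicate inhibition above about 25%, with every replicate also reaching it, limit read from the data, passing the limit was not always enough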
# Target sequence (Q15084 whole entry, looked up): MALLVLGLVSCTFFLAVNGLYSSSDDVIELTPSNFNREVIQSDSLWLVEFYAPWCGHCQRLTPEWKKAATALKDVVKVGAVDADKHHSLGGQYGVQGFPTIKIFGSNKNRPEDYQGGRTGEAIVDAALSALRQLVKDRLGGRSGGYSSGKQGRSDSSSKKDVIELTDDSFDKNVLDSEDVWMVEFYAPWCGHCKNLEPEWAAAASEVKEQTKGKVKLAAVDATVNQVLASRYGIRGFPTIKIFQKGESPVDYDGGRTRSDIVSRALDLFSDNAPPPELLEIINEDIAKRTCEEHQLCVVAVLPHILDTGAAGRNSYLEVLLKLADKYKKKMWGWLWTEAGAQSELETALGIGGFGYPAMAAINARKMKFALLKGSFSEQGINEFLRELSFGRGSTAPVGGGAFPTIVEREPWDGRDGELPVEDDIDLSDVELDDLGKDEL
# ARNT-TACC3 inh = disruptors of ARNT/TACC3 protein interaction, primary screen, biochemical, AlphaScreen, single concentration. Transforming acidic coiled-coil-containing protein 3 (Homo sapiens), Q9Y6A5. hit rate 0.66% among 390,000. AlphaScreen His-ARNT PAS-B/GST-TACC3 binding, luminescence; TACC3 fragment carries E629A point mutation. inhibition, % at 9.99 µM. AID 623870, 2012;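 active means mean inhibition of replicates at least 50% and at least half of replicates each reaching 50%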;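 further: 0% = complete ARNT plus TACC3 wells and 100% = ARNT alone without TACC3; many hits fall short of the cut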
# C2C12 statin = suppressors of statin myotoxicity in C2C12 myotubes, primary screen, cell-based, single point, plate reader; rescue of ATP level, % at 7.49 µM; hit rate 0.78% among 330,000; AID 602340, 2012; C2C12 myotubes + simvastatin, ATP luminescence, 48 h; scaled: DMSO 0, geranylgeraniol control 100;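 active means mean ATP rescue above about 67%, or every replicate alone reaching that limit, limit read from the data, passing the limit was not always enough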;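 further: myotubes were challenged with 10 µM simvastatin during compound exposure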
# esBAF inh = Bmi1 luciferase reporter increase in mESCs, primary screen, esBAF inhibitor project, mouse ES cells, Bmi1 luciferase knock-in, single point; reporter increase, % at 12.5 µM; hit rate 2% among 350,000; 24 h; 100% = twice the neutral-well signal; in the data active means activation above about 40%;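 further: 0% = median of the plate's neutral control wells and 100% = double that signal; a rise in the Bmi1 reporter signal indicates esBAF inhibition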
# The depositor's hits bear a star; . = not tested or not shown; & = joins results of further samples; [ ] = dose if it differs, or a comment.
SMILES,SIRT5 inh,miR-122 sensor,Cneo AK release,ERp5 inh,ARNT-TACC3 inh,C2C12 statin,esBAF inh
COc1cc(-c2[nH]ncc2CN(C)Cc2cc(C)[nH]n2)cc(OC)c1OC,1,.,.,7,1,.,.
O=C(Oc1ccc(Oc2ccccc2)cc1)N1CCC(O)CC1,34*,.,-1,2,4,7,31
CC(=O)c1sc(N/N=C\c2c(O)ccc3ccccc23)nc1C,2,4,-4,1,11,.,.
O=C(NCCNCc1ccccc1)c1ccco1,10,9,-1,-8,9,8,13
CC(=O)NCCc1ccc(S(=O)(=O)Nc2cccnc2)cc1,.,2,8,.,-3,-20,12
COc1ccc(CNC(=O)c2cc(=O)c3c(C)cc(C)cc3o2)cc1,-3,-8,5,0,-5,13,1
Cn1c(=O)c2c(nc(N/N=C/c3cccnc3)n2Cc2ccc(F)cc2)n(C)c1=O,-51,.,.,4,3,.,.
O=C(NNS(=O)(=O)c1ccc(Br)cc1)c1ccncc1,.,0,0,.,5,-9,-3
COCc1nnc(SCC(=O)NC(C)c2ccccc2)n1-c1ccccc1 (stereo not drawn),.,-2,-3,2,2,-17,8
COc1ccc(S(=O)(=O)N[C@@H]2C=C[C@@H](CC(=O)N3CCN(c4ccccc4)CC3)O[C@H]2CO)cc1,1,.,-2,-3,0,1,-2
COc1ccc(Cc2noc(CN3CCN(c4ccc(Cl)cn4)CC3)n2)cc1OC,-4,-4,2,0,-2,8,1
CCCn1c(SCC(=O)c2c(N)n(C3CC3)c(=O)[nH]c2=O)nc2cc(S(N)(=O)=O)ccc21,-4,-9,0,-4,-27,3,9
CCOc1ccc(CN(C(=O)c2ccccn2)c2ccc(OC)c(Cl)c2)cc1,0,-7,-4,0,2,19,46*
Cc1ccc(S(=O)(=O)N2CCN(C(=O)COC(=O)/C=C/c3cccc(Cl)c3)CC2)c(C)c1,-1,.,-1,3,-6,6,-2
Cc1cccc(CN2CCC(Oc3ccc(C(=O)N4CCCCC4)cc3)CC2)c1,4,.,-1,2,.,-1,-9
Cc1ccc(C(=O)N2CCCC(Nc3ccc(C(C)C)cc3)C2)cn1 (stereo not drawn),-4,3,-1,4,-2,0,4
CCOc1ccc(S(=O)(=O)N(CC)CC)cc1N,2,.,.,-1,-3,.,.
O=C(C[C@H]1C[C@@H]2c3cc(NC(=O)Nc4ccccc4)ccc3O[C@@H]2[C@@H](CO)O1)NC1CCCC1,3,-3[16.7 µM],-4,-3,2,12,6
CCCc1cc(=O)[nH]c(SCC(=O)N(CCC#N)c2ccc3c(c2)OCCO3)n1,-1,2,-2,-3,-5,3,-4
CCCN1CCC(=NNc2ccc(S(N)(=O)=O)cc2[N+](=O)[O-])CC1,0,-2,-2,-1,0,4,11
CN(C)CCNC(=O)c1c(CSc2ccccc2)noc1C(=O)NCc1ccccc1,2,-8,-1,5,2,0,-5
Cc1ccc(S(=O)(=O)N2CCN(C(=O)c3ccc(COc4ccccc4)o3)CC2)cc1,1,3,-2,0,-1,12,1
COc1ccc(CN(C)C(=O)c2ccc(OCC(=O)Nc3cccc(C(F)(F)F)c3)c(OC)c2)cc1,1,-5,-1,-1,.,0,9
CCCCn1cnc2c(SCc3ccccc3F)nc(N)nc21,-3,-10,.,7,.,-3,50*
O=c1c2[nH]c3ccccc3c2ncn1CCCn1ccnc1,.,7,4,.,-3,.,1
COc1ccc(NC(=O)Nc2ccc3c(c2)CC(=O)N([C@H](C)CO)C[C@H](C)[C@H](CN(C)S(=O)(=O)c2ccccc2)O3)cc1,2,-3[16.7 µM],.,-3,.,-17,8
CCC(=O)N1C[C@H](C)[C@H](OC)CN(C)C(=O)c2ccc(NC(=O)CC(F)(F)F)cc2OC[C@@H]1C,.,3[16.7 µM],-4,.,-9,-7,-1
Cc1ccccc1OCc1nc2ccccc2c(=O)n1NC(=O)c1ccco1,.,-7,-6,.,6,5,-4
Cn1c(SCC(=O)NC2CC2)nnc1-c1ccc(Cl)cc1,0,-5,0,2,12,8,-5
O=S(=O)(c1cc(Cl)ccc1Cl)N1CCNCC1,.,-3,-1,.,-11,2,-7
Cc1ccn2cc(CNS(=O)(=O)c3cccs3)nc2c1,-28,0,.,5,0,1,15
COc1cc(OC)c(OC)cc1CNC(=O)c1cc(=O)c2ccccc2o1,2,-5,0,-9,9,-21,3
CN(C(=O)COC(=O)CNC(=O)c1cccs1)c1c(N)n(Cc2ccccc2)c(=O)[nH]c1=O,-6,.,1,-10,0,5,1
C=CCn1cc(C(=O)NCCN(CC)CC)c(=O)c2cc(S(=O)(=O)N3CCCCCC3)ccc21,-1,0,-1,3,-3,2,3
O=S(=O)(Cc1ccccc1)N1CCCCN2[C@H](CO)[C@@H](c3ccc(-c4ccccc4)cc3)[C@H]2C1,-3,3[16.7 µM],-1,-5,.,.,.
COc1ccc(C2(NC(C)=O)CCN(C(=O)CCC(=O)O)CC2)cc1,.,-2,2,.,-1,.,.
C[C@H](CO)N1C[C@H](C)[C@@H](CN(C)Cc2ccc(Cl)c(Cl)c2)Oc2ccc(NC(=O)Nc3ccc(C(F)(F)F)cc3)cc2C1=O,0,-3[16.7 µM],3,5,6,-64,3
CC(C)(C)C(=O)C1=C(O)C(=O)N(Cc2ccccc2)C1c1ccccc1Cl (stereo not drawn),0,35,1,0,1,-13,-10
Cn1cc(CN2CCCC(C(=O)Nc3cccc(-n4cccn4)c3)C2)cn1 (stereo not drawn),-2,-3,0,-1,-2,6,-1
C[C@@H]1CN([C@@H](C)CO)C(=O)c2cc(NC(=O)Cc3ccccc3)ccc2O[C@@H]1CN(C)S(=O)(=O)c1ccc(F)cc1,-3,8[16.7 µM],0,4,-4,2,-2
COCC1CCCCN1C(=O)c1cccc(OC2CCN(S(C)(=O)=O)CC2)c1 (stereo not drawn),-3,4,3,3,-3,-1,-8
O=C(Cc1ccccc1F)OCC(=O)N1CCN(C(=O)c2ccco2)CC1,1,.,.,-2,-1,.,.
Cc1cc(C)c2c(=O)[nH]c(SCC(=O)Nc3ccc(N(C)C)cc3)nc2n1,.,-1,3,.,2,-10,0
CC(=O)Nc1ccc(C(=O)CSc2nnc(Cn3nnc4ccccc43)n2C)cc1,0,-1,2,3,-5,-8,-7
CO[C@H]1CN(C)C(=O)c2cc(NC(C)=O)ccc2OC[C@@H](C)N(S(=O)(=O)c2cn(C)cn2)C[C@@H]1C,11,.,-5,0,-8,-3,4
S=C(NCCc1ccccc1)N/N=C/c1cccc(Cl)c1Cl,-3,.,.,4,-17,.,.
CC(C)C#Cc1cnc2c(c1)C(=O)N([C@@H](C)CO)C[C@@H](C)[C@@H](CN(C)C(=O)Cc1ccccn1)O2,-1,-2[16.7 µM],2,-5,.,2,-1
COc1cc([C@@H]2c3cc4c(cc3[C@@H](O[C@@H]3O[C@@H]5CO[C@@H](C)O[C@H]5[C@H](O)[C@H]3O)[C@H]3COC(=O)[C@H]23)OCO4)cc(OC)c1O,-6,2,2,6,-3,-6,-59
CN(CC(=O)Nc1ccc(C#N)cc1)Cc1ccc(Cl)c(Cl)c1,.,5,-4,.,25,11,3
O=C(O)c1cc(-c2cccs2)nn1-c1ccccc1,-7,-2,3,13,-1,-4,-2
CCOc1ccc(OCC)c(S(=O)(=O)n2ccnc2C)c1,-2,.,-4,4,-14,-2,6
CCCc1cc(=O)[nH]c(SCC(=O)c2ccc3c(c2)NC(=O)CO3)n1,0,-3,0,-4,-5,8,-6
CC(C)C#Cc1cnc2c(c1)C(=O)N([C@H](C)CO)C[C@H](C)[C@@H](CN(C)C(=O)Nc1ccccc1F)O2,-5,18[16.7 µM],-1,16,-1,29,1
CC=Cc1ccc2n(c1=O)C[C@H]1[C@H](CO)[C@@H](C(=O)N(C)C)[C@@H]2N1C(=O)c1ccccc1 (mixture of isomers),-13,9[16.7 µM],0,3,-7,-3,-4
COc1cccc(/C=C/C(=O)OCC(=O)Nc2cccc(S(=O)(=O)N(C)C)c2)c1,3,-6,-7,-5,6,2,-6
COC(=O)c1ccc([C@H](NC(=O)c2ccco2)[C@]2(C)C[C@H]2C2CCCCC2)cc1,-2,.,-1,-3,.,23,-2
O=C(CCC1CCCCC1)Nc1ccccc1O,.,-23,-3,.,-6,10,42*
COc1ccc(C(NC(=O)C2CCN(CCCc3ccccc3)CC2)c2cccs2)cc1 (stereo not drawn),.,5,1,-3,.,-19,-5
CC(C)Sc1nc(C(F)(F)F)cc(=O)n1-c1ccccc1,.,-6,0,.,-2,-7,-2
COc1cc(C2/C(=C(\O)c3ccc4c(c3)CC(C)O4)C(=O)C(=O)N2c2nnc(C)s2)cc(OC)c1OC (stereo not drawn),1,-6,3,-4,5,2,3

# As a working copy, some entries already given:
SMILES,SIRT5 inh,miR-122 sensor,Cneo AK release,ERp5 inh,ARNT-TACC3 inh,C2C12 statin,esBAF inh
COc1ccc(C(NC(=O)C2CCN(CCCc3ccccc3)CC2)c2cccs2)cc1 (stereo not drawn),.,5,1,-3,.,-19,-5
CC(C)Sc1nc(C(F)(F)F)cc(=O)n1-c1ccccc1,.,-6,0,.,-2,-7,-2
COc1cc(C2/C(=C(\O)c3ccc4c(c3)CC(C)O4)C(=O)C(=O)N2c2nnc(C)s2)cc(OC)c1OC (stereo not drawn),1,-6,3,-4,5,2,3

# Remaining list, next part.
SMILES,SIRT5 inh,miR-122 sensor,Cneo AK release,ERp5 inh,ARNT-TACC3 inh,C2C12 statin,esBAF inh
Cc1ccccc1NC(=O)/C(C#N)=C\c1cn(CC(=O)O)c2ccccc12,2,15,.,-6,.,.,.
COc1ccc(CN(C)C[C@H]2Oc3ccc(NS(C)(=O)=O)cc3CC(=O)N([C@H](C)CO)C[C@H]2C)cc1,4,-10[16.7 µM],-4,2,-15,50,0
COc1ccc(CCN(C)C/C=C/c2ccccc2[N+](=O)[O-])cc1OC,5,.,-1,1,3,5,-9
CCN(CCO)C(=O)C(c1ccccc1)c1ccccc1,.,0,2,.,13,4,6
Cc1ccc(NC(=O)CCNS(=O)(=O)c2ccccc2)cc1S(=O)(=O)N1CCOCC1,-6,.,0,4,20,2,-5
C[C@@H]1CN([C@@H](C)CO)S(=O)(=O)c2ccc(C#CC3CCCCC3)cc2O[C@H]1CN(C)C,14,-9[16.7 µM],8,2,8,-46,1
CCOc1ccc(NC2=CC(=O)CCC2)cc1,-2,.,-1,0,5,-7,0
Cc1cc(C)nc(NS(=O)(=O)c2ccc(N/C=C/C(=O)c3ccc(Cl)cc3)cc2)n1,.,-22,-8,.,0,.,.
Cc1ccc(S(=O)(=O)N(C)C[C@@H]2Oc3c(NC(=O)c4ccncc4)cccc3C(=O)N([C@@H](C)CO)C[C@@H]2C)cc1,1,5[16.7 µM],-7,-6,-4,3,-6
Cc1ccc(S(=O)(=O)N(C)C[C@H]2Oc3cc(C#Cc4ccccc4)ccc3S(=O)(=O)N([C@H](C)CO)C[C@@H]2C)cc1,1&3,35,1&-15&-13,-5&-8&0,5&14,0&-2&17,0&1&3
CN1C(=O)c2cc(NC(=O)C3CCCC3)ccc2OC[C@H]2O[C@@H](CC(=O)NCC(F)(F)F)CC[C@H]21,-1,-8[16.7 µM],-4,0,9,2,-6
Cc1ccc(-n2nc3c(=O)n(CC(=O)NCc4ccccc4Cl)nc(C)c3c2C)cc1,-1,.,-1,.,-1,20,-2
O=C(O)CC1(CC(=O)Nc2ccc(Br)cc2)CCCCC1,1,.,.,2,-15,.,.
CCOC(=O)CSc1ncnc2c1cnn2-c1ccc(C)cc1C,-2,.,.,1,0,.,.
